PREPL inh: human PREPL enzyme inhibition; recombinant PREPL, fluorescence polarization activity-based probe; inhibition, % at 5.96 µM; 0.68% of 320,000 active; in the data active = inhibition above about 43%;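 also: 0% = enzyme with DMSO and 100% = wells lacking enzyme; many of its hits are not listed in these tables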
Target sequence (Q4J6C6 whole entry, looked up): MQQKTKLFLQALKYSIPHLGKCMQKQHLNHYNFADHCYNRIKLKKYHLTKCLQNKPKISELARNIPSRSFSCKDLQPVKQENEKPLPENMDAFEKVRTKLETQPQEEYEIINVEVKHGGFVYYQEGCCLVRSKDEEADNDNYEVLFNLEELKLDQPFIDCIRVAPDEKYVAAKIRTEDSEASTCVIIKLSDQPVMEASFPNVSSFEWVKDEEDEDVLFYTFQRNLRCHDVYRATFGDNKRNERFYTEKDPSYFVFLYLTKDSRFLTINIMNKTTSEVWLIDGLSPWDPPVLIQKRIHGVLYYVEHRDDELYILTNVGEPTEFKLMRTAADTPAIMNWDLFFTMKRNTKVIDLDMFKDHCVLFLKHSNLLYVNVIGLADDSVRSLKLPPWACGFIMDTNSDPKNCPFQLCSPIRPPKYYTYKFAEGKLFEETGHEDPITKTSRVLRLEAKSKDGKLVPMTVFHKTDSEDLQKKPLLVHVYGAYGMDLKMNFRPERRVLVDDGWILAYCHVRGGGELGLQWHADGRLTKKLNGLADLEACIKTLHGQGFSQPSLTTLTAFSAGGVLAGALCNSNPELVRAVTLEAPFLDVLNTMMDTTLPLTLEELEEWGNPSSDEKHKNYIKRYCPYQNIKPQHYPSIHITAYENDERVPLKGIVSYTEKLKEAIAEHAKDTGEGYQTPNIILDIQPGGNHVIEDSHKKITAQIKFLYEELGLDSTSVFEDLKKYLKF
PAFAH2 FP inh: inhibitors of human PAFAH2 | 0.99% of 340,000 active | recombinant PAFAH2, FP-rhodamine activity probe, fluorescence polarization | inhibition, % at 3.39 µM;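 active = inhibition above the mean over all tested compounds plus 3 SD, cut at about 30% in these data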;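 also: inhibitors block probe labeling of enzyme so polarization drops; 0% = enzyme with DMSO and 100% = wells lacking PAFAH2 protein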
PAFAH1B3 FP inh: inhibitors of human PAFAH1B3 | Q15102 | recombinant PAFAH1B3, FP-rhodamine probe, fluorescence polarization | inhibition, % at 3.39 µM | 0.28% of 340,000 active | AID 492972;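 active = inhibition above the screen-wide average of all tested compounds plus 3 SD, cut at about 25% in these data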;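 also: 0% = enzyme with DMSO only and 100% = wells lacking PAFAH1B3 protein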
LYPLA1 counter: counter-screen for PME1 inhibitors: inhibitors of human LYPLA1; O75608; recombinant LYPLA1, FP-Rh probe fluorescence polarization; inhibition, % at 5.9 µM; 0.16% of 320,000 active; AID 2174;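 active = inhibition above the mean of all tested compounds plus 3 SD, set per campaign, cut at about 14% in these data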;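 also: inhibitors block serine hydrolase probe labeling of LYPLA1 so polarization falls; 0% = enzyme with DMSO and 100% = wells lacking LYPLA1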
PAFAH1B2 FP inh: inhibitors of human PAFAH1B2; P68402; recombinant PAFAH1B2, FP-rhodamine activity probe, fluorescence polarization; inhibition, % at 3.39 µM; 1.2% of 340,000 active; AID 492953;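 active = inhibition above the mean of all tested compounds plus 3 SD, cut at about 24% in these data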;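 also: 0% = enzyme with DMSO and 100% = wells lacking PAFAH1B2; many of its hits are not listed in these tables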
Target sequence (P68402 whole entry, looked up): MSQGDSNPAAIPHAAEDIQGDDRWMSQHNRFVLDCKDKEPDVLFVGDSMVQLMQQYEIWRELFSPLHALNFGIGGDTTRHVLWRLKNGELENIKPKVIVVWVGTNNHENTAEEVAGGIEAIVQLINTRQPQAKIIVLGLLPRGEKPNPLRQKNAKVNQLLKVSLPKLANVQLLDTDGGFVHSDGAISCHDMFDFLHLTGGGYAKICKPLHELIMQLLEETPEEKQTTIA
ZTA DNA inh: blocks Epstein-Barr virus ZTA, an EBNA-1 counter-screen; P03206; ZTA-DNA binding, fluorescence polarization; inhibition, % at 11 µM; 0.15% of 320,000 active; AID 2234; in the data active = inhibition above about 33%
pPAFAH inh: pPAFAH (human) enzyme inhibition | Q13093 | 1.5% of 330,000 active | inhibition, % at 3.39 µM | recombinant pPAFAH, FP-rhodamine probe fluorescence polarization;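 active = inhibition above the mean inhibition across the screen plus 3 SD, cut at about 25% in these data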;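 also: inhibitors block binding of the rhodamine activity-based probe so polarization drops; 0% = enzyme with DMSO and 100% = wells lacking pPAFAH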
LYPLA2 counter: blocks human lysophospholipase 2, a PME1 counter-screen. O95372. recombinant LYPLA2, FP-Rh probe fluorescence polarization. inhibition, % at 5.9 µM. 0.38% of 320,000 active;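 active = inhibition above the screen-wide mean plus 3 SD, limit set per campaign, cut at about 26% in these data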;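 also: 0% = LYPLA2 with DMSO and 100% = wells lacking LYPLA2 enzyme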
EBNA-1 inhibitor: blocks EBNA-1 binding to DNA. EBNA-1 DNA binding, fluorescence polarization. inhibition, % at 14.8 µM. 0.34% of 300,000 active. AID 1950; in the data active = inhibition above about 28%
Active calls of the source: *; . = no result given. An excerpt (hit frequency here may not be typical).

SMILES	PREPL inh	PAFAH2 FP inh	PAFAH1B3 FP inh	LYPLA1 counter	PAFAH1B2 FP inh	ZTA DNA inh	pPAFAH inh	LYPLA2 counter	EBNA-1 inhibitor
O=C1N(c2cccc(Cl)c2)C(c2ccccc2)N2CCCN12 (configuration not stated)	4	-8	10	2	5	-9	2	4	5
CCN(CC)S(=O)(=O)c1cccc(C(=O)N/N=C(\C)c2ccc(O)cc2O)c1	-1	4	16	0	2	4	11	3	5
CCn1nnnc1SCC(=O)c1ccc(NC(C)=O)cc1	7	1	12	1	5	1	2	-2	-2
O=C(CNC(=O)c1cnccc1C(F)(F)F)c1cccc(Cl)c1	4	8	0	0	9	-12	-2	7	-1
CC(O)CNCCNCc1cccs1 (configuration not stated)	2	-5	2	4	4	8	2	4	6
CCOc1cc(C(=O)NC(=S)Nc2cccnc2)cc(OCC)c1OCC	-15	-6	-2	-3	-2	3	-1	-4	3
CCOC(=O)c1ccc(NC(=O)N2CCN(c3ccccc3OC)CC2)cc1	-5	0	6	-2	-1	-10	4	4	-2
O=C(NC(=S)N1CCN(c2ccc([N+](=O)[O-])cc2)CC1)c1ccc(F)cc1	19	0	8	1	5	-9	12	3	9
O=C(O)CCCCCCCCCCCNC(=O)NC12CC3CC(CC(C3)C1)C2	-3	0	26*	2	4	-4	0	6	.
O=C(CSc1nnc(Cc2ccccc2)n1C1CCCCC1)N1CCOCC1	18	-3	-1	1	4	8	1	5	3
C=CCSc1n[nH]c2nc3c(c(=O)n12)C1(CCCC1)Cc1ccccc1-3	-3	9	0	-5	44*	3	6	-3	-8
C=CCn1c(SCc2nc3ccccc3nc2C)nnc1-c1ccoc1C	13	-4	-8	5	-5	4	4	4	14
COc1cc(C=O)c(Br)cc1OCC(=O)NCCc1ccccc1	-7	8	5	-2	-2	6	0	5	-3
COc1ccc(CNCCNC(=O)c2cccs2)cc1OC	-7	-7	3	2	0	8	4	5	-7
CSc1n[nH]c(=O)n1-c1cccc(Cl)c1	0	4	5	1	10	15	4	4	7
Cc1cccc(OCC(=O)Nc2cc(C)on2)c1	11	-6	0	5	4	-8	2	1	1
Cn1c(C(=O)Nc2ccccc2)cc2sccc21	9	3	-7	-1	2	-28	1	1	0
Cc1ccsc1-c1nc(CSCC(=O)N2CCN(c3ccccc3)CC2)c(C)o1	-74	0	5	-2	8	3	5	-2	0
O=C(CNC(=O)c1ccccc1F)Nc1ccc2c(c1)OCO2	20	-2	1	.	-1	.	9	.	.
C=C(C)c1cccc(C(C)(C)NC(=O)NCc2cccnc2)c1	-2	1	1	-1	6	-8	3	-1	2
c1ccc(Nc2nc(-c3ccccc3)ns2)cc1	10	3	0	-4	-1	8	-2	-4	3
CCC1=Nc2ccccc2-c2nnc(SC)nc2O1	8	-4	-1	1	3	3	4	0	4
CC(C)N(C)C1CCN(C(=O)Nc2ccc(Cl)c(Cl)c2)CC1	-2	-4	5	1	-2	-13	5	6	-5
CCOC(=O)c1ccccc1NC(=O)CSc1nc2ccccc2o1	8	4	-2	0	1	-15	10	4	-5
CC1CCN(C(=O)Cn2ncc3c([nH]c4ccccc43)c2=O)CC1	-6	2	8	4	-4	-3	5	13	-8
Next part.
SMILES	PREPL inh	PAFAH2 FP inh	PAFAH1B3 FP inh	LYPLA1 counter	PAFAH1B2 FP inh	ZTA DNA inh	pPAFAH inh	LYPLA2 counter	EBNA-1 inhibitor
C=CCc1cc(Cl)ccc1OC(=O)Nc1cccc(Cl)c1	25	-16	-5	-12	-3	-15	-7	-13	2
COc1ccc(NC(=O)c2cccc(N3C(=O)C4C5C=CC(C5)C4C3=O)c2)cc1 (configuration not stated)	11	1	12	1	9	11	1	-1	-9
CCCCNC(=O)CCCCC(=O)N/N=C/c1ccccc1Cl	7	-4	5	7	0	-5	-1	7	1
O=C1/C(=C/Nc2cccc([N+](=O)[O-])c2)CCc2ccccc21	18	-3	5	5	4	-4	9	10	1
CC(C)C(=O)c1cn(CC(=O)NCC2CCCO2)c2ccccc12 (configuration not stated)	-3	-1	6	-4	-1	-16	1	-2	-20
COc1cc2c(cc1OC)CN(CC(O)c1ccccc1)CC2 (configuration not stated)	14	11	0	-1	0	6	1	1	-7
COc1ccccc1-c1nnc(SCC(=O)NC2CC2)n1C	8	-2	4	1	3	0	3	6	.
CCOC(=O)C1CCN(C(=O)c2cc(S(=O)(=O)N3CCCCCC3)ccc2OC)CC1	11	6	2	2	-1	-13	-1	2	-8
COC(=O)C1=C(CCc2ccccc2)NC(=O)NC1c1ccc(Br)cc1 (configuration not stated)	11	0	-5	-3	4	-17	1	5	3
CCOC(=O)N1CCN(C(=O)CSc2ccc(C(F)(F)F)cc2[N+](=O)[O-])CC1	-3	-4	4	-4	7	12	8	-6	8
Cc1c(NC(=O)CN2CCCC(C)C2)ccc2nsnc12 (configuration not stated)	4	13	4	-6	4	16	0	-6	4
Cc1c(C(=O)N2c3ccccc3Sc3ccccc32)cccc1[N+](=O)[O-]	-9	0	10	0	3	-19	2	-2	5
O=C(CCNC(=O)c1ccc(Br)cc1)NCC1CCCO1 (configuration not stated)	-2	-2	7	1	7	0	-2	13	2
NS(=O)(=O)c1ccc(NC(=O)COC(=O)c2ccc3c(c2)OCCO3)cc1	3	-11	4	-4	2	-2	0	-5	-2
CCCC(C)NC(=O)Cc1ccc(S(=O)(=O)N2CCOCC2)s1 (configuration not stated)	4	-5	0	2	8	-4	3	5	.
Cc1ccc(OCC(=O)NNC(=O)C2CCC2)cc1C	2	-1	5	2	3	1	-1	9	.
O=C(NN=C(Cc1ccccc1)Cc1ccccc1)C1CC1	-16	4	4	4	-2	9	8	8	2
CCCCNS(=O)(=O)c1ccc2nc(-c3cccnc3)cc(C(=O)NC3CCCC3)c2c1	-11	0	2	-1	0	2	-4	0	-11
CCOC(=O)/C(N=Nc1ccc(Cl)cc1)=C(/O)c1ccc([N+](=O)[O-])cc1	4	-1	5	-1	1	18	4	0	0
CCOC(=O)Cn1nc(NC(=O)c2ccc(C(=O)OC)cc2)cc1C	4	-1	0	3	1	-13	0	3	-15
Cc1ccccc1C(=O)N(CC(=O)Nc1sc(C)c(C)c1C(N)=O)C1CCCC1	-7	-11	9	3	4	-7	5	6	-5
COc1ccc2c(c1OC)C(=O)N(c1nc(SC)n[nH]1)C2=O	-10	1	-3	0	2	3	0	0	-5
COc1ccc(CCC(=O)NCCc2ccc(Cl)cc2)cc1	-26	1	6	3	17	-3	3	2	-12
Cc1nnc(NC(=O)CSc2ncc(-c3ccccc3)[nH]2)s1	-6	-5	6	0	1	4	4	-3	2
CCC(c1nnnn1C(C)(C)C)N1CCN(c2cc(Cl)ccc2C)CC1 (configuration not stated)	-1	2	12	-4	3	15	8	-3	-1

7 compounds drawn at random from those above, as already listed:
SMILES	PREPL inh	PAFAH2 FP inh	PAFAH1B3 FP inh	LYPLA1 counter	PAFAH1B2 FP inh	ZTA DNA inh	pPAFAH inh	LYPLA2 counter	EBNA-1 inhibitor
CCOC(=O)C1CCN(C(=O)c2cc(S(=O)(=O)N3CCCCCC3)ccc2OC)CC1	11	6	2	2	-1	-13	-1	2	-8
Cc1c(C(=O)N2c3ccccc3Sc3ccccc32)cccc1[N+](=O)[O-]	-9	0	10	0	3	-19	2	-2	5
C=CCc1cc(Cl)ccc1OC(=O)Nc1cccc(Cl)c1	25	-16	-5	-12	-3	-15	-7	-13	2
COc1ccc(CCC(=O)NCCc2ccc(Cl)cc2)cc1	-26	1	6	3	17	-3	3	2	-12
O=C1/C(=C/Nc2cccc([N+](=O)[O-])c2)CCc2ccccc21	18	-3	5	5	4	-4	9	10	1
CCCCNC(=O)CCCCC(=O)N/N=C/c1ccccc1Cl	7	-4	5	7	0	-5	-1	7	1
CC(C)C(=O)c1cn(CC(=O)NCC2CCCO2)c2ccccc12 (configuration not stated)	-3	-1	6	-4	-1	-16	1	-2	-20

The results go on.
SMILES	PREPL inh	PAFAH2 FP inh	PAFAH1B3 FP inh	LYPLA1 counter	PAFAH1B2 FP inh	ZTA DNA inh	pPAFAH inh	LYPLA2 counter	EBNA-1 inhibitor
CC(C)N1C(=S)SC2CS(=O)(=O)C=C21 (configuration not stated)	8	3	-3	-1	1	7	3	2	10
COc1ccc(S(=O)(=O)NC(C)C(=O)Nc2ccc3c(c2)OCO3)cc1OC (configuration not stated)	5	-3	-2	3	4	11	3	-1	1
O=C(O)/C=C/C(=O)N(Cc1ccc2c(c1)OCO2)C1CC(=O)N(CCc2ccccc2)C1=O (configuration not stated)	17	3	13	0	2	-9	2	5	0
N#Cc1c(/N=C/c2cccs2)sc2c1CCCCC2	5	-5	0	-1	11	9	6	-1	-3
CCOc1ccc(C(CC(=O)O)NC(=O)C(CC)c2ccccc2)cc1 (configuration not stated)	10	3	16	1	17	8	3	4	-1
O=C(NNc1c(Cl)cncc1Cl)c1sccc1Cl	-2	2	11	-2	10	-10	-2	2	-3
Cn1c(NCCCO)nc2c1c(=O)n(Cc1ccccc1F)c(=O)n2C	-1	3	2	-3	1	-14	1	-3	0
CCc1nn(CCCC(=O)N2CCN(c3cccc(C)c3C)CC2)c(=O)c2cc3occc3n12	-1	6	12	-1	9	0	0	9	5
O=C1CCCC2=C1C(c1ccccc1)CC(=O)N2c1ccccc1 (configuration not stated)	-6	1	-8	1	3	15	-4	-7	-8
COC(=O)c1ccccc1NC(=O)Nc1ccc2c(c1)OCO2	-9	-20	3	7	1	9	5	8	11
CC1CC(C)CN(C(=O)c2nn(C)c3c2CS(=O)(=O)c2ccccc2-3)C1 (configuration not stated)	12	5	-3	-3	5	10	0	2	-12
Cc1cc(Sc2ncnc(N)c2[N+](=O)[O-])ncn1	8	2	11	-2	-1	15	5	0	0
FC(F)(F)c1cnc(NNC(=S)Nc2ccc(Cl)cc2)c(Cl)c1	16	-5	8	0	7	6	11	9	2
COc1ccc(OC)c(NC(=O)c2cc(OC(C)=O)cc(C(=O)Nc3cc(OC)ccc3OC)c2)c1	28	-4	0	-7	0	4	12	-6	-4
CCOc1ccc(C(=O)COC(=O)c2cc([N+](=O)[O-])ccc2N2CCOCC2)cc1	12	6	7	-2	0	-5	7	0	6
N/C(=N\OC(=O)c1ccccc1Br)c1ccc([N+](=O)[O-])cc1	3	0	1	0	5	0	1	1	9
COc1ccc(-c2ccncc2)cc1OC	-4	3	3	2	-2	0	1	1	3
CNC(=S)NNC(=O)Cn1ccc(C)n1	9	-1	6	1	-2	-10	7	8	-16
CCCC(=O)NC1=C(C#N)C2(CCCCC2)Cc2ccccc21	-3	-1	7	1	24	-4	8	-2	-3
COCCN(C(=O)CN1CCN(S(=O)(=O)c2ccc(F)cc2)CC1)c1c(N)n(Cc2ccccc2)c(=O)[nH]c1=O	4	0	1	-5	2	-19	1	-2	-4
O=C1Nc2ccccc2Oc2cc([N+](=O)[O-])cc(Oc3ccccc3)c21	10	-11	-4	-3	-10	-11	16	5	-10
CCC(C)NC(=O)C1c2cc(OC)c(OC)cc2C(=O)N(C)C1c1cccs1 (configuration not stated)	3	-4	4	4	0	-16	4	8	-16
Cc1cc(=O)n2[nH]c(-c3ccsc3-n3c(C)ccc3C)cc2n1	29	40*	10	-4	9	0	42*	8	-1
Cc1cccc2c1CC(C)(C)N=C2C1=C(O)CC(C)(C)CC1=O	-2	6	5	-1	5	-3	5	6	-15
O=C(Cn1cnc2c(cnn2-c2ccc(F)cc2)c1=O)NCCc1ccccc1	0	-2	0	-4	-2	-3	-10	1	-3
COc1ccc(C(=O)Oc2ccc3ccc(=O)oc3c2)cc1	15	1	1	-4	2	9	5	9	4
COc1ccc(-c2nc3cc(NC(=O)c4ccc5c(c4)OCO5)ccc3o2)cc1	0	-17	-19	-1	-8	0	7	-6	-8

PAFAH1B3 FP inh, entries above that show a hit.
Molecule	PREPL inh	PAFAH2 FP inh	PAFAH1B3 FP inh	PAFAH1B2 FP inh	pPAFAH inh	EBNA-1 inhibitor
O=C(O)CCCCCCCCCCCNC(=O)NC12CC3CC(CC(C3)C1)C2	-3	0	26*	4	0	.

Screens: PubChem BioAssay, The Scripps Research Institute Molecular Screening Center
